Bioassay records: PubChem, Sanford-Burnham Center for Chemical Genomics
NR3A_LBD_binder = modulators (binders) of human NR3A ligand-binding domain; NR3A LBD differential scanning fluorimetry, Tm shift; 0% = protein alone, 100% = glycine-bound protein; AID 1259313; hit rate 2.5% among 340,000; Tm shift relative to glycine control, % at 25 µM;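 active means melting temperature shift of at least 10% of the positive control shift, at one fixed dose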
* marks the source's active call; other numbers are inactive results. A portion of the library (hit frequency here may not be typical).

SMILES NR3A_LBD_binder
CC[C@@H]1C(=O)OC[C@@H]1Cc1cncn1C 3.1
